S2 tox: reduces viability in counter-screen for ATXN expression inhibitors; AID 651635; S2 cells (HEK-293 line with an ATXN2-luciferase reporter) viability, CellTiter-Fluor protease fluorescence, 24 h; Potency, µM (highest dose often 56.7 µM), actives largely listed as cytotoxic; hit rate 0.49% among 400,000; note: potency is the fitted concentration of half-maximal effect; nearly all actives have a fitted effect of over 40% in size
Akt phos inh: Akt phosphorylation inhibition. Neuro2A IGF-stimulated pAkt S473 HTRF, 20 min; stronger effect = lower value. activity change, % for hits at 50 µM. hit rate 0.32% among 360,000; in the data active = activity change below about -80%; inconclusive = mostly about -51% to -80%; note: % is set by controls: 0 for no effect and ±100 for the full control effect
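Single-point screen (50 µM final compound) in Neuro2A cells stimulated 20 min with 6 nM IGF at 37 deg C. After lysis, Ser473-phosphorylated Akt read by HTRF (ex 330 nm, em 615/665 nm) as the 665/615 ratio.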
Nrf2 ARE act: activates Nrf2 signaling | hit rate 0.31% among 410,000 | AREc32 ARE-luciferase reporter (MCF7-derived line), luminescence, 24 h | Potency, µM (highest dose often 46.1 µM), without a hit: top-dose activation, hits mostly activators | AID 624171; note: potency is the fitted concentration of half-maximal effect; % of control where 0% means no effect; nearly all actives have a fitted effect of over 65% in size
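ARE activation measured as luciferase luminescence (Steady-Glo, 30 min RT) in AREc32_Fluc cells after 24 hr compound exposure at 37 deg C, 5% CO2; cells seeded overnight at 1000/well in OPTI-MEM, 5% FBS.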
HepG2 tox: kills HepG2 cells in TGF-b inhibitor counter-screen. hit rate 0.76% among 410,000. HepG2 CAGA-GFP viability, ATP luminescence, 18 h. Potency, µM (highest dose often 46.1 µM), without a hit: top-dose activity change, negative = cytotoxicity, actives largely listed as cytotoxic. AID 588856; note: potency is the fitted concentration of half-maximal effect; some results filed as inactive show a strong effect at the top dose
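HepG2 CAGA-GFP cells (1000/well, DMEM with 1% FBS) received compound, then TGF-beta at 500 pg/mL final, and were incubated 18 hours at 37 degrees C. Viability was read by CellTiter-Glo luminescence. Media-only wells were set as complete cell-killing and DMSO as no toxicity.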
CCT modulator: modulators of cytosolic chaperonin (CCT/TRiC) activity. purified chaperonin ATPase assay, HTRF ADP detection, 30 min. activity change, % (no concentration beside the values), hits read low. hit rate 0.3% among 360,000; in the data active = activity change below about -30%; note: % is set by controls: 0 for no effect and ±100 for the full control effect
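We incubate TRiC, 40 or 20 nM final, with library compounds at 76 uM and 10 uM ATP for 30 min at 37 °C. ADP formed is detected with Transcreener HTRF reagents after 30 min at room temperature.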
Mm-Cpn inhibitor: M. maripaludis TRiC chaperonin inhibition; purified Mm-Cpn ATPase, ADP Transcreener TR-FRET; Potency, µM (top dose mostly 76.9 µM), without a hit: at the top dose activity, negative = inhibition, usual class: inhibitors; hit rate 0.031% among 330,000; note: potency is the fitted concentration of half-maximal effect; % is set by controls: 0 for no effect and ±100 for the full control effect; nearly all actives have a fitted effect of over 80% in size
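ATPase read-out: TR-FRET ADP immunoassay (anti-ADP Eu cryptate vs ADP-d2), ex 320 nm, em 590/665 nm; signal drops as ADP forms. Enzyme 25 nM, ATP 10 uM, 30 min at 37°C after 10 min compound preincubation.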
A549 viability: A549 cytotoxicity, counter-screen for Nrf2 inhibitors | Potency, µM (top dose mostly 46 µM), for inactives: top-dose activity change, negative = cytotoxicity, usual class: inhibitors | hit rate 0.16% among 390,000 | A549 ARE-Fluc cells, CellTiter-Fluor viability, 18-24 h; note: potency is the fitted concentration of half-maximal effect; % is set by controls: 0 for no effect and ±100 for the full control effect
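A549 ARE-Fluc cells in 5% FBS OPTI-MEM, 5000 cells/well, rested 2 h then exposed to compounds in concentration-response for 18-24 h at 37 °C. Viability by CellTiter-Fluor fluorescence (Ex 405/Em 525) after 30 min; luciferase luminescence (BugLite, 15 min, RT) read afterwards.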
Nrf2 inh: Nrf2 pathway inhibition. A549 ARE-Fluc reporter, luciferase luminescence, 18-24 h. Potency, µM (top dose mostly 46 µM), inactives show top-dose activity change, negative = inhibition, actives largely listed as inhibitors. hit rate 2.1% among 360,000; note: potency is the fitted concentration of half-maximal effect; % is set by controls: 0 for no effect and ±100 for the full control effect; nearly all actives have a fitted effect of over 60% in size
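In this cell-based qHTS, ARE-driven firefly luciferase in A549 cells reports Nrf2 activity; the luminescent signal after BugLite lysis is the measured value, with a prior CellTiter-Fluor read for cell health.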
TGFb SMAD3 inh: blocks TGF-b signaling; HepG2 CAGA-GFP TGF-b/SMAD3 reporter, GFP fluorescence, 18 h; TGF-beta stimulated, 500 pg/mL final; hit rate 1.2% among 410,000; Potency, µM (series often up to 46.1 µM), without a hit: at the highest dose activity, negative = inhibition, actives largely listed as inhibitors; note: potency is the fitted concentration of half-maximal effect; % is set by controls: 0 for no effect and ±100 for the full control effect; nearly all actives have a fitted effect of over 65% in size
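HEPG2 CAGA-GFP reporter cells (1000/well, DMEM with 1% FBS) received compounds, then recombinant TGF-beta at 500 pg/mL final for 18 hours at 37 degrees C. Per-cell GFP summed per well was normalised to unstimulated and stimulated DMSO controls before curve fitting.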
The depositor's hits bear a star; i = inactive; ? = inconclusive; . = no result given; [ ] = dose if it differs, or a comment. Unless noted, calls come from the whole dose curve; as a rule, active = well fitted curve in the direction sought with a large enough effect; inconclusive = small, poorly fitted or top-dose-only effect, or another doubt; inactive = no such curve, though single readings can be large; an effect the other way counts as inactive or inconclusive.

SMILES | S2 tox | Akt phos inh | Nrf2 ARE act | HepG2 tox | CCT modulator | Mm-Cpn inhibitor | A549 viability | Nrf2 inh | TGFb SMAD3 inh
COc1ccc(S(=O)(=O)N(C)CC(=O)NCc2ccccc2)cc1OC | i | i | 4.0% | 25% | -1.1 | 0% | 1% | 14% | 44%[activator]
O=C(NCc1ccccc1)c1onc(CSc2ccc(F)cc2)c1C(=O)NCc1ccccc1 | i | i | -0.1% | -18% | -0.2 | . | -4% | -25% | -2%
O=C(Cn1cnc2c(nnn2Cc2ccccc2)c1=O)Nc1ccc2c(c1)OCCO2 | i | i | -0.1% | -31% | -0.3 | 0% | -1% | -22% | -13%
CC(OC(=O)c1ccc(OCC2CCCO2)cc1)C(=O)N(C)Cc1ccccc1 (centres undefined) | i | i | -0.4% | 0% | -3.8 | 3% | 3% | 19% | -18%
CCN(Cc1ccncc1)Cc1ccc(Br)cc1 | i | i | 0.2% | -14% | -0.4 | -1% | 4% | -1% | 6%
CNCCCNC(=O)c1ccc(/C=N/O)nc1 | i | i | 3.0% | 2% | -6.1 | 2% | 7% | 0% | -8%
COC(=O)Nc1nc2ccc(C(=O)c3cccs3)cc2[nH]1 | ? | i | 0.7% | -1% | -1.2 | . | -21% | ? | ?
CCn1cc(C(=O)NCCc2ccccc2)c(=O)c2cc(F)c(N3CCN(C)CC3)cc21 | ? | i | 2.5% | -40% | -3.4 | 0% | 2% | -12% | 6%
Cc1ccc(NC(=O)C(C)OC(=O)c2n[nH]c3ccccc23)cc1 (centres undefined) | i | i | 11% | -11% | -2.0 | -10% | ? | -21% | -25%
Cc1ccc([N+](=O)[O-])cc1NC1CC(O)C(CO)O1 (centres undefined) | i | i | 0.0% | -4% | -3.3 | 1% | -1% | 6% | 14%
O=C(CN1CCN(c2ccc([N+](=O)[O-])cc2)CC1)Nc1nccs1 | i | i | 0.5% | -3% | -0.8 | 1% | -8% | -29% | -20%
CCC(CC)CC1CN2CCc3cc(OC)c(OC)cc3C2CC1(O)CC (centres undefined) | i | i | 0.5% | -34% | 2.2 | . | . | . | 0%
COc1ccc(NC(=S)N/N=C/c2ccc(F)c(F)c2)cc1 | ? | i | 0.3% | -5% | 1.3 | 1% | -8% | 6% | -14%
CC(NC(=O)c1ccc(CS(C)(=O)=O)cc1)C1CC2CCC1C2 (centres undefined) | i | i | -0.3% | 3% | 3.3 | 0% | 1% | -12% | 14%
CN(C)CC1CCCCC1OC(=O)/C=C/c1ccccc1 (centres undefined) | i | i | 0.1% | -2% | -0.8 | -1% | -5% | 10% | 3%
CC(C)(C)N(Cc1ccccc1)C(=O)COC(=O)c1ccc([N+](=O)[O-])o1 | ? | i | ? | -13% | 1.2 | 0% | -2% | 2% | -23%
COc1ccccc1NC(=O)COc1ccc(/C=N/n2cnnc2)cc1OC | i | i | -0.5% | -9% | 1.1 | 1% | -1% | -19% | 2%
CC(=O)N1c2ccc(S(=O)(=O)NCCC(=O)N3CCCC(C)C3)cc2CC1C (centres undefined) | i | i | 0.1% | 0% | -3.2 | 0% | 1% | -15% | 4%
O=C(c1ccncc1)N1CCN(S(=O)(=O)c2cccc([N+](=O)[O-])c2)CC1 | i | i | 2.5% | -8% | 1.8 | -1% | 0% | ? | -13%
CCN(CC)C(=O)N(CC)Cc1ccccc1 | i | i | 0.1% | 5% | -0.3 | -1% | 16% | 13% | -10%
CCCOc1ccc(NC(=O)C2CC(=O)N(C(C)C)C2)cc1 (centres undefined) | i | i | -0.2% | 1% | 0.9 | 1% | -8% | 0% | 1%
COc1cccc(-c2cccc(NC(=O)C3CCN(Cc4nccs4)CC3)c2)c1 | i | i | 0.6% | 4% | 0.4 | 1% | -10% | 15% | -11%
O=C(O)C(Cc1cn[nH]n1)=NO | i | i | -0.8% | 6% | -51* | -3% | 0% | 1% | -7%
CCOc1ccc(N(CC(=O)NCc2ccccc2)S(C)(=O)=O)cc1 | i | . | 3.1% | 2% | 0.9 | 0% | 17% | ? | 15%
O=C(CSc1nnc(-c2cccnc2)o1)Nc1ccccc1F | i | i | 0.5% | -22% | 0.7 | -2% | -4% | ? | -10%

Pulled by structure from the entries so far:
SMILES | S2 tox | Akt phos inh | Nrf2 ARE act | HepG2 tox | CCT modulator | Mm-Cpn inhibitor | A549 viability | Nrf2 inh | TGFb SMAD3 inh
O=C(O)C(Cc1cn[nH]n1)=NO | i | i | -0.8% | 6% | -51* | -3% | 0% | 1% | -7%
O=C(c1ccncc1)N1CCN(S(=O)(=O)c2cccc([N+](=O)[O-])c2)CC1 | i | i | 2.5% | -8% | 1.8 | -1% | 0% | ? | -13%

Remaining list, next part
SMILES | S2 tox | Akt phos inh | Nrf2 ARE act | HepG2 tox | CCT modulator | Mm-Cpn inhibitor | A549 viability | Nrf2 inh | TGFb SMAD3 inh
O=C(COC(=O)C1CCN(S(=O)(=O)c2ccc3c(c2)OCCO3)CC1)Nc1ccc(C(F)(F)F)cc1 | i | i | 0.1% | -9% | -0.1 | 3% | 6% | -20% | -2%
CCn1c(SCc2ccccc2)nnc1C1CCCCC1 | i | i | 0.2% | 27% | -0.6 | 0% | -15% | -9% | 0%
Cc1cc2[nH]c(=O)c(=O)[nH]c2cc1S(=O)(=O)N(C)C1CCCCC1 | i | i | -0.2% | -40% | -2.5 | -2% | 2% | -13% | -23%
O=C(Nc1ccccc1N1CCCCC1)c1cccc(Cl)c1 | i | i | -0.4% | 8% | -3.5 | 0% | 3% | -2% | 43%[activator]
COc1ccccc1NC(=O)CSc1nnc(-c2ccco2)o1 | i | i | 0.1% | -6% | 1.3 | -1% | -20% | -3% | 6%
O=C1NCCN1C(=O)N(c1ccccc1)c1ccccc1 | i | i | -0.8% | 11% | 2.9 | -2% | -7% | 2% | -3%
COc1cccc(NS(=O)(=O)c2ccc3[nH]cc(C(=O)NC(C)c4ccccc4)c(=O)c3c2)c1 (centres undefined) | . | . | -4.8% | -77% | . | . | -13% | ? | ?
Cn1c(=O)c2cc(S(=O)(=O)NC(C(=O)Nc3cccc(F)c3)c3ccccc3)ccc2n(C)c1=O (centres undefined) | i | i | 0.4% | 5% | 1.0 | 3% | -18% | 17% | ?
O=S(=O)(Nc1ccc(O)c(CN2CCCCC2)c1)c1ccccc1 | i | i | 3.3% | -2% | -0.9 | -2% | ? | . | 5%
Cn1cc(S(=O)(=O)N2CCCC2)cc1C(=O)NCc1ccccc1Cl | i | i | -0.5% | -19% | 0.2 | 0% | 6% | ? | 2%
O=C(Nc1ccccc1N1CCOCC1)C1=NN(c2c(F)c(F)cc(F)c2F)C(=O)CC1 | ? | i | -1.1% | -17% | -4.7 | 0% | -2% | ? | -1%
O=C(c1ccc2c(c1)N(Cc1ccccc1F)C(=O)c1ccccc1S2(=O)=O)N1CCOCC1 | i | . | -1.3% | -1% | . | . | -17% | -9% | 2%
COc1ccc(-c2nn(-c3ccccc3C)cc2CNCc2cccnc2)cc1F | i | i | 0.4% | 0% | -3.9 | 0% | -11% | -22% | -4%
CCc1ccc(NC(=O)CSc2nc3n[nH]c(C)c3c(=N)n2-c2cccc(OC)c2)cc1 | i | i | 0.8% | -15% | -4.4 | -17% | -24% | ? | 11%
O=C1C=CC(=O)N1c1ccc(N2CCCCC2)cc1 | . | i | 10% | 18µM* | -0.8 | -3% | ? | 26µM* | ?
CCNC(=S)Nc1ccc(Oc2ccccc2)cc1 | i | i | -0.5% | -25% | -0.2 | . | -18% | -15% | -5%
COc1ccccc1N(C)S(=O)(=O)c1ccc(C)c(C(=O)N2CCCCCC2)c1 | ? | i | -0.3% | -6% | -3.9 | 3% | 0% | -10% | -2%
Cc1ccc2nc(-c3cccnc3)cc(C(=O)Nc3ccccc3[N+](=O)[O-])c2c1 | i | i | 14% | 4% | -0.4 | 1% | -1% | 9% | -10%
CC(C)c1cnc2c(c1SCc1ccc([N+](=O)[O-])cc1)c(=O)n(C)c(=O)n2C | . | . | 6.0% | 7% | . | . | 7% | . | ?
Nc1nnnn1/N=C/c1cc(Br)ccc1O | i | i | -0.2% | 1% | 0.3 | . | -1% | -3% | -7%
O=C(COC(=O)CCN=C1NS(=O)(=O)c2ccccc21)NNC(=O)c1ccccc1 | i | i | 0.1% | -5% | -2.5 | -2% | -1% | 2% | 14%
CCCN1CCC(NC(=O)c2cccc(Oc3ccccc3)c2)CC1 | i | i | 0.5% | 0% | -1.7 | 0% | 1% | 7% | 22%
CCN1C(=O)[C@H]2[C@@H](c3ccc(OC)cc3)N3C(=O)CN(Cc4ccccc4)C(=O)[C@@]3(C)[C@H]2C1=O | i | i | -0.8% | 8% | -0.3 | -1% | -8% | 13% | 11%
Cc1cc(C(=O)N2CCCC(N3CCN(c4ccc(F)cc4)CC3)C2)no1 (centres undefined) | ? | i | -0.3% | -15% | 0.0 | 2% | -5% | -3% | ?
CCN1CCN(CCNC(=O)c2cn(Cc3ccccc3F)nn2)CC1 | i | i | -0.5% | 1% | -1.3 | 2% | 14% | 4% | 15%
COc1ccc(OC)c(NC(=O)c2cc3cc4ccc(C)cc4nc3s2)c1 | i | . | 0.7% | 2% | . | . | -3% | 5% | 19%
Cc1ccc(NC(=O)CCNS(=O)(=O)c2ccc3c(c2)CCC(=O)N3)cc1 | i | i | -0.3% | 10% | -0.1 | 2% | -3% | 8% | 14%
CC(C)CN1C(=O)NC2(CCCc3ccccc32)C1=O (centres undefined) | i | i | 0.3% | -2% | -1.5 | -5% | 4% | -5% | -4%
CCOc1ccc(NC(=S)N2CCC(C(=O)c3ccc(F)cc3)CC2)cc1 | i | i | -0.1% | -14% | -2.6 | . | 7% | 19% | -17%
CCN(CC)S(=O)(=O)c1cccc(C(=O)N/N=C/c2ccccn2)c1 | ? | i | 0.4% | 0% | 0.8 | -2% | -1% | 12% | 22%

Assay outcomes from PubChem.
